Shiga toxin inh – Shiga toxin inhibition | Vero cells, Shiga toxin protein synthesis inhibition reporter | inhibition, % at 38.7 µM | actives 9.2% (n = 290,000); in the data active means inhibition mostly above about 28%, no sharp cut-off; inactive means mostly below about 43%; further: 0% is about no effect
AmpC inh no detg – blocks E. coli AmpC beta-lactamase in detergent-free assay. P00811. AmpC nitrocefin hydrolysis, absorbance 480 nm, 0.0001% Triton. Potency, µM (titrated, usually from 57.1 µM), inactives show at the highest dose activity change, negative = inhibition, hits mostly inhibitors. actives 0.52% (n = 330,000);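 further: potency means the concentration at half of the fitted maximal effect; plate controls were no compound for no effect and no enzyme for full effect; nearly all actives have a fitted effect of over 20% in size; some results filed as inactive show a strong effect at the top dose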
Target sequence (P00811 whole entry, looked up): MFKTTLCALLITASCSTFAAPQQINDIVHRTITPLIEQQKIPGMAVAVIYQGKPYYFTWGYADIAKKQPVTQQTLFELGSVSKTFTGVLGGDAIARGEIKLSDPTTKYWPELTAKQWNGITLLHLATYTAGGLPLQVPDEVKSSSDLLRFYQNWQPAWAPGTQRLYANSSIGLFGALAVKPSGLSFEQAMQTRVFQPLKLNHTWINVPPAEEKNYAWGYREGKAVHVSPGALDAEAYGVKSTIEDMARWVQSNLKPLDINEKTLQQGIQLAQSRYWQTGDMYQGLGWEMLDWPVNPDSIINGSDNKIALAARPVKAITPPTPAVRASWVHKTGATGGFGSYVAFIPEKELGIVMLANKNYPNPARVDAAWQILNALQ
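AmpC (5.3 nM in the dispensed reagent) in 20 mM phosphate pH 7.0 with 0.01% (detergent screen) or 0.0001% Triton X-100 was preincubated with compounds for 15 min at room temperature. Nitrocefin was then added from an 800 uM solution, and hydrolysis was followed at 480 nm.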
AmpC detergent – AmpC beta-lactamase inhibition with detergent present; P00811; AmpC hydrolysis of nitrocefin, absorbance 480 nm, 0.01% Triton; Potency, µM (doses to about 114 µM), for the others: at the highest dose activity change, negative = inhibition, most hits filed as inhibitors; actives 0.041% (n = 370,000);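 further: potency means the concentration at half of the fitted maximal effect; 0% = no-compound wells and -100% = no-enzyme wells; nearly all actives have a fitted effect of over 25% in size; some results filed as inactive show a strong effect at the top dose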
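20 mM phosphate pH 7.0 + 0.01% (detergent screen) or 0.0001% Triton X-100; 5.3 nM AmpC reagent; cpd preinc 15 min RT; nitrocefin (800 uM stock) to start; A480 q20 s × 4 min; Activity was normalised to no-enzyme and no-compound control wells.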
Cycloheximide cs – counter-screen hit for Shiga toxin inhibitors, cycloheximide. cell reporter, cycloheximide protein synthesis inhibition counterscreen. max response, %. actives 12% (n = 300,000). AID 2314; in the data active means max response mostly above about 13%, no sharp cut-off; inactive means mostly below about 14%; further: read at 38.3 µM for the half of the compounds with a filed dose; 0% is about no effect
FBPA Giardia inh – Giardia lamblia aldolase inhibition; actives 0.71% (n = 290,000); A8B2U2; purified Giardia FBPA; Potency, µM (top dose mostly 59.6 µM), for inactives: at the highest dose activity, negative = inhibition, hits mostly inhibitors; further: potency means the concentration at half of the fitted maximal effect; on the % scale 0 is the no-effect control and ±100 the full control effect; nearly all actives have a fitted effect of over 55% in size
Target sequence (A8B2U2 whole entry, looked up): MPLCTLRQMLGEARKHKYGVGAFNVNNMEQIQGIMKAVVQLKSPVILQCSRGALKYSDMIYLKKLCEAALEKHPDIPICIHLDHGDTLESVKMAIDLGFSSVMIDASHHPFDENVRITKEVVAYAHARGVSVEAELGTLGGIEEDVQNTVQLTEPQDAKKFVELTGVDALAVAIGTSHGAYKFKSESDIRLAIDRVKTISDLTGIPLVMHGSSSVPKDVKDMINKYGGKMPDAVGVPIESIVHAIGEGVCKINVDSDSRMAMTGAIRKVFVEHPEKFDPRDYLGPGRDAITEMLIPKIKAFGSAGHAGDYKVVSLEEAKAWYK
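Giardia FBPA (40 nM reagent) was preincubated 10 min at RT with compound (up to 57.5 uM final), then substrate plus GAPDH/TPI/NAD/arsenate coupling system with diaphorase/resazurin was added; resorufin fluorescence (525/598 nm) was read after 20 min.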
HCMV antiviral – inhibitors of human cytomegalovirus | actives 4.5% (n = 410,000) | HFF cells, HCMV-luciferase reporter, 72 h; stronger effect = lower value | activity change, negative = inhibition, % at 57.5 µM; in the data active means activity change below about -60%; inconclusive means no clear call, values can overlap the other calls; inactive means above about -39%; further: on the % scale 0 is the no-effect control and ±100 the full control effect
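Screen run at 2 compound doses on HFFs infected with reporter HCMV, MOI 1 PFU/cell. Luciferase activity from cell lysates at 72 h post infection gave inhibition relative to buffer-only and Salinomycin wells.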
AMA1 RON2 block – inhibitors of Plasmodium falciparum AMA1-RON2 interaction | AlphaScreen AMA1-biotinylated RON2 peptide binding | Potency, µM (series often up to 58.2 µM), for the others: at the top dose activity change, negative = inhibition, actives largely listed as inhibitors | actives 0.2% (n = 360,000);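 further: potency means the concentration at half of the fitted maximal effect; 0% = vehicle wells and -100% = peptide control; nearly all actives have a fitted effect of over 45% in size; some results filed as inactive show a strong effect at the top dose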
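AMA1 (3D7) with his tag at 25 nM final met compounds first, then biotinylated RON2 peptide at 25 nM; detection used donor plus acceptor beads, 10 µg/mL apiece, read by AlphaScreen after 30 min at room temperature.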
Active calls of the source: *; ? = inconclusive; . = not tested or not shown; & = joins results of further samples; [ ] = remark or other dose. Unless noted, the call rests on the fitted dose curve; in most records, active means well fitted curve in the direction sought with a large enough effect; inconclusive means small, poorly fitted or top-dose-only effect, or another doubt; inactive means no such curve, though single readings can be large; an effect the other way counts as inactive or inconclusive.

Screens in order – FBPA Giardia inh	Cycloheximide cs	Shiga toxin inh	AmpC inh no detg	AMA1 RON2 block	HCMV antiviral	AmpC detergent
> CCN(CC)CCNC(=O)Cc1nn(Cc2ccccc2)c(=O)c2ccccc12
 : -3%	-1	12	-9%	12%	25	-5%
> O=C1CNC(=O)/C1=C/c1ccccc1
 : 3%	-4	7	-13%	3%	?	-4%
> O=C(Nc1cccc2cccnc12)c1ccc2c(c1)OCCO2
 : 0%	67*	115*	6%	8%	9	-6%
> O=C(CN1C(=O)NC2(CCCCCC2)C1=O)Nc1ccc(Cl)cc1Cl
 : .	.	.	-16%	-2%	12	-2%
> CC(C)Nc1nnc(SC(C)C(=O)N(C)C2CCCCC2)s1 (stereo not given)
 : .	.	.	-7%	14%	-4	-4%
> CC(C)CNC(=O)C(=O)NNC(=O)C1CCCCC1
 : -7%	-3	-8	-18%	3%	10	-6%
> CS(=O)(=O)Nc1cccc(C2=NN(S(=O)(=O)c3ccc(F)cc3)C(c3cccs3)C2)c1 (stereo not given)
 : 0%	-2	-9	-29%	-17%	?	-13%
> O=C(Nc1ccccc1C(=O)O)c1ccc(Cl)c(S(=O)(=O)N2CCOCC2)c1
 : -4%	-5	-14	-5%	1%	93	-1%
> CCOC(=O)C1=C(O)/C(=C/c2ccccn2)SC1=Nc1ccc(Cl)cc1
 : -2%	-1	-11	55%	15%	-11	?
> COC(=O)C1=C(c2ccc(-c3ccccc3)c(F)c2)C[C@@H]2CC[C@H]1N2C(=O)NCCOc1ccccc1
 : .	.	.	9%	-4%	40	7%
> COc1ccccc1CNC(=O)CNC(=O)Cn1cnc2ccccc2c1=O
 : 2%	-4	-14	-4%	6%	33	2%
> Cn1ncc([N+](=O)[O-])c1C(=O)Nc1ccc(C2CCCCC2)cc1
 : -1%	26*	59	-41%	-6%	-6	-1%
> O=C(Oc1ccccc1Cl)C1CCN(C(=O)c2ccc(F)cc2)CC1
 : .	.	.	46%	1%	-24	0%
> C=CCNC(=O)c1onc(CCl)c1C(=O)OC
 : -2%	-2	11	-4%	6%	12	?
> CCc1nnc(NC(=O)CSc2nnc(COc3ccccc3C)o2)s1
 : -12%	-1	-9	0%	72%[activator]	36	?

Among those listed so far, two have an aryl thioether with sulfur outside any ring:
Screens in order – FBPA Giardia inh	Cycloheximide cs	Shiga toxin inh	AmpC inh no detg	AMA1 RON2 block	HCMV antiviral	AmpC detergent
> CC(C)Nc1nnc(SC(C)C(=O)N(C)C2CCCCC2)s1 (stereo not given)
 : .	.	.	-7%	14%	-4	-4%
> CCc1nnc(NC(=O)CSc2nnc(COc3ccccc3C)o2)s1
 : -12%	-1	-9	0%	72%[activator]	36	?

The results go on:
Screens in order – FBPA Giardia inh	Cycloheximide cs	Shiga toxin inh	AmpC inh no detg	AMA1 RON2 block	HCMV antiviral	AmpC detergent
> CCOc1ccc(S(=O)(=O)N2CCC(C(N)=O)CC2)c2ccccc12
 : 7%	-2	-8	101%[activator]	0%	10	-8%
> COc1ccc(CN(C)CC(=O)Nc2sc3c(c2C#N)CCC3)c(OC)c1
 : 18µM*	4	1	-5%	23%	-15	1%
> Cc1cccc(N2CC(=O)N(c3cccc(C)c3)CC2=O)c1
 : 6%	6	-5	-15%	14%	34	?
> CN(CC(=O)Nc1ccc(F)cc1)C(=O)c1ccccc1OCc1ccc(F)cc1
 : .	-2	11	-1%	1%	-25	-7%
> CC1(C)NC(=O)N(CC(=O)OCC(=O)N2CCN(S(=O)(=O)c3ccccc3)CC2)C1=O
 : .	.	.	-10%	5%	-13	?
> c1ccc2c(-c3nnc(SCc4cn5ccccc5n4)o3)c[nH]c2c1
 : -12%	7	15	-26%	-20%	19	-5%
> C[C@H](CO)N1C[C@H](C)[C@@H](CN(C)CC2CCCCC2)Oc2ccc(NS(C)(=O)=O)cc2C1=O
 : .	.	.	-6%	-3%	12	.
> CC(C)CN(C(=O)COC(=O)c1ccc2c(c1)NC(=O)CS2)C1CCS(=O)(=O)C1 (stereo not given)
 : 5%	-4	-6	-2%	11%	-84*	?
> O=C(N/N=C/c1ccccc1[N+](=O)[O-])c1cnccn1
 : -18%	31*	91*	-10%	5%	8	-13%
> Cc1cccc(Nc2nc(N)c([N+](=O)[O-])c(N3CC(C)CC(C)C3)n2)c1 (stereo not given)
 : -9%	-4	-2	-53%	-20%	-63*	8%
> CCCCCn1c(=O)c(C(=O)Nc2ccccc2N)c(O)c2ccccc21
 : ?	-2	.	-20%	106%[activator]	-38	-13%
> Cc1cc(C)n(CCOC(=O)c2sc3ccccc3c2Cl)n1
 : -4%	18*	51	45%	4%	6	-9%
> Cc1cc(C)n2nc(SCCC(=O)NCc3ccccc3)nc2n1
 : 0%	1	-18	-3%	?	52	5%
> COC(=O)c1ccccc1NC(=O)c1ccc(-c2ccc(Br)cc2)o1
 : 5%	9	8	-12%	-2%	?	-5%
> O=C(NC(CO)C(=O)OCc1ccccc1)OCc1ccccc1 (stereo not given)
 : .	.	.	-16%	9%	-27	-3%

More compounds.
Screens in order – FBPA Giardia inh	Cycloheximide cs	Shiga toxin inh	AmpC inh no detg	AMA1 RON2 block	HCMV antiviral	AmpC detergent
> CCOC(=O)C1=C(O)/C(=C\c2cccs2)N=C1C
 : -6%	-1	-13	-6%	10%	13	?
> CC(C)NS(=O)(=O)c1ccc(CCC(=O)Nc2ccc3c(c2)OCO3)cc1
 : 0%	-4	-10	-11%	-5%	44	-7%
> CC(=O)Nc1ccc2oc(-c3cc(F)c(F)cc3Cl)nc2c1
 : 5%	32*	181*	-11%	4%	39	?
> O=C(CNC(=O)OCc1ccccc1)Oc1ccc2ccc(=O)oc2c1
 : 1%	-4	-5	-25%	-1%	-28	-2%
> CCOc1ccccc1N1CCN(Cc2ccc(OC)c(OC)c2)CC1
 : -22%	-1	-11	5%	?	16	?
> Cc1ccccc1NC(=O)c1ccc2snnc2c1
 : 0%	8	3	-33%	9%	?	4%
> CCc1nnc(NC(=O)Cn2nnc(-c3ccccc3F)n2)s1
 : 0%	1	26	-30%	-1%	52	?
> O=S(=O)(c1cccs1)N1CCC(Cc2ccccc2)CC1
 : 10%	0	-4	-14%	4%	-25	6%
> O=C(CN1C(=O)NC2(CCCC2)C1=O)N1CCN(c2cccc(C(F)(F)F)c2)CC1
 : .	.	.	53%	-10%	?	4%
> CCN(Cc1ccccc1)S(=O)(=O)c1cc(C(=O)NCC2CCCCC2)ccc1OC
 : -4%	-3	-11	-13%	11%	-83*	?
> CCOc1ccccc1N1C(=O)CC(Sc2nccc(C)n2)C1=O (stereo not given)
 : 0%	1	11	-6%	-4%	9	?
> O=C(CSc1nnc(NC(=O)c2ccco2)s1)Nc1ccccc1Cl
 : -12%	-3	-16	-9%	17%	-25	-5%
> Cc1cc(C)c(S(=O)(=O)N2CCc3ccccc32)c(C)c1
 : 2%	-1	5	-23%	93%[activator]	-25	-11%
> Cn1c(CN2CCN(c3ccccc3NS(C)(=O)=O)CC2)nc2ccccc21
 : 6%	-6	-5	49%	88%[activator]	16	0%
> CCOc1ccc(C2=Nn3c(nnc3-c3cccnc3)SC2)cc1
 : -5%	-2	-7	-17%	-14%	12	?

Shown as a markdown table: entries from further up
| molecule | FBPA Giardia inh | Cycloheximide cs | Shiga toxin inh | AmpC inh no detg | AMA1 RON2 block | HCMV antiviral | AmpC detergent |
| --- | --- | --- | --- | --- | --- | --- | --- |
| CCc1nnc(NC(=O)Cn2nnc(-c3ccccc3F)n2)s1 | 0% | 1 | 26 | -30% | -1% | 52 | ? |
| Cn1c(CN2CCN(c3ccccc3NS(C)(=O)=O)CC2)nc2ccccc21 | 6% | -6 | -5 | 49% | 88%[activator] | 16 | 0% |
| CCOC(=O)C1=C(O)/C(=C\c2cccs2)N=C1C | -6% | -1 | -13 | -6% | 10% | 13 | ? |
| CCOc1ccccc1N1C(=O)CC(Sc2nccc(C)n2)C1=O (stereo not given) | 0% | 1 | 11 | -6% | -4% | 9 | ? |

Continuation.
Screens in order – FBPA Giardia inh	Cycloheximide cs	Shiga toxin inh	AmpC inh no detg	AMA1 RON2 block	HCMV antiviral	AmpC detergent
> CCCC(=O)Nc1ccc(C(=O)n2nnc3ccccc32)cc1
 : -3%	-2	21	-22%	-11%	9	1%
> CC(C)CC(NC(=O)C1CCC(=O)N1C(=O)OCc1ccccc1)C(=O)NC(Cc1ccccc1)C(N)=O (stereo not given)
 : 6%	-1	-6	35%	-13%	3	?
> CC1(C)Cc2nc3sc4c(=O)n(Cc5ccccc5)cnc4c3cc2CS1
 : 5%	-2	8	-26%	-20%	-35	-4%
> CN(C(=O)CN1C(=O)S/C(=C\c2ccccc2)C1=O)C1CCS(=O)(=O)C1 (stereo not given)
 : .	-1	2	2%	-4%	1	-5%
> O=C(NNC(=O)c1ccc(Br)s1)c1ccc(F)c(S(=O)(=O)N2CCOCC2)c1
 : .	.	.	-28%	61%[activator]	-31	5%
> CC(C)(C)OC(=O)N1CC(O)CC1C(=O)OCC(=O)c1ccc(Cl)cc1 (stereo not given)
 : -2%	0	-5	39%	1%	-2	?
> COc1ccc(OCc2cnc(Cl)s2)cc1
 : 7%	29*	60*	-9%	13%	-9	2%
> CCC(C)[C@H](NC(=O)c1cc2cc(Cl)ccc2n1C)C(=O)N1CCC[C@H]1C(=O)O (stereo not given in full)
 : -10%	1	-6	-26%	-10%	0	?
> COc1ccc(N(CC(=O)N2CCN(c3ccccc3F)CC2)S(=O)(=O)c2c(C)n[nH]c2C)cc1
 : 0%	-2	2	116%[activator]	-8%	-16&-3	-1%&0%
> CCn1c(COc2ccccc2)nnc1SCc1ccc(C#N)cc1
 : -7%	2	-4	25%	41%[activator]	5	-6%
> Cc1ccc(C)c(N2N=C(C(=O)OCC(=O)N(C)c3ccccc3)CCC2=O)c1
 : .	.	.	144%[activator]	25%	-13	?
> CCn1c2ccccc2n2c(=O)c(=O)n(CC(=O)Nc3ccc(C(C)C)cc3)nc12
 : 0%	12	3	-24%	0%	-8	-6%
> Cc1nc2c(c(C)nn2-c2ccccc2)c(C)c1CCC(=O)Nc1ccc(CN2CCCC2)cc1
 : -9%	1	-7	45%	-10%	-64*	1%
> CC(C)Nc1nc(SCC(=O)Nc2ccccc2)nc(N2CCOCC2)n1
 : 0%	-2	-4	-25%	0%	39	-1%
> CC(=O)Nc1cc2c(cc1C(=O)C(C)C)OCCO2
 : -5%	-3	-9	.	5%	-16	-7%
> CCC[C@H](NC(=O)[C@H](Cc1ccc(O[S+](=O)([O-])O)cc1)NC(=O)OC(C)(C)C)C(=O)NCC(=O)N[C@@H](Cc1c[nH]c2ccccc12)C(=O)N[C@@H](CCC)C(=O)N[C@@H](CC(=O)OCCc1ccccc1)C(=O)O
 : 11%	-7	-10	.	.	.	.
